# Assay outcomes (PubChem)
# Rin1 Abl inh – human Rin1-Abl interaction inhibition. P00519+Q13671. TR-FRET Rin1/Abl binding, biochemical. inhibition, % at 7.35 µM. 0.4% of 360,000 active; in the data active means inhibition above about 5%, passing the limit was not always enough
# Target sequence (P00519 whole entry, looked up): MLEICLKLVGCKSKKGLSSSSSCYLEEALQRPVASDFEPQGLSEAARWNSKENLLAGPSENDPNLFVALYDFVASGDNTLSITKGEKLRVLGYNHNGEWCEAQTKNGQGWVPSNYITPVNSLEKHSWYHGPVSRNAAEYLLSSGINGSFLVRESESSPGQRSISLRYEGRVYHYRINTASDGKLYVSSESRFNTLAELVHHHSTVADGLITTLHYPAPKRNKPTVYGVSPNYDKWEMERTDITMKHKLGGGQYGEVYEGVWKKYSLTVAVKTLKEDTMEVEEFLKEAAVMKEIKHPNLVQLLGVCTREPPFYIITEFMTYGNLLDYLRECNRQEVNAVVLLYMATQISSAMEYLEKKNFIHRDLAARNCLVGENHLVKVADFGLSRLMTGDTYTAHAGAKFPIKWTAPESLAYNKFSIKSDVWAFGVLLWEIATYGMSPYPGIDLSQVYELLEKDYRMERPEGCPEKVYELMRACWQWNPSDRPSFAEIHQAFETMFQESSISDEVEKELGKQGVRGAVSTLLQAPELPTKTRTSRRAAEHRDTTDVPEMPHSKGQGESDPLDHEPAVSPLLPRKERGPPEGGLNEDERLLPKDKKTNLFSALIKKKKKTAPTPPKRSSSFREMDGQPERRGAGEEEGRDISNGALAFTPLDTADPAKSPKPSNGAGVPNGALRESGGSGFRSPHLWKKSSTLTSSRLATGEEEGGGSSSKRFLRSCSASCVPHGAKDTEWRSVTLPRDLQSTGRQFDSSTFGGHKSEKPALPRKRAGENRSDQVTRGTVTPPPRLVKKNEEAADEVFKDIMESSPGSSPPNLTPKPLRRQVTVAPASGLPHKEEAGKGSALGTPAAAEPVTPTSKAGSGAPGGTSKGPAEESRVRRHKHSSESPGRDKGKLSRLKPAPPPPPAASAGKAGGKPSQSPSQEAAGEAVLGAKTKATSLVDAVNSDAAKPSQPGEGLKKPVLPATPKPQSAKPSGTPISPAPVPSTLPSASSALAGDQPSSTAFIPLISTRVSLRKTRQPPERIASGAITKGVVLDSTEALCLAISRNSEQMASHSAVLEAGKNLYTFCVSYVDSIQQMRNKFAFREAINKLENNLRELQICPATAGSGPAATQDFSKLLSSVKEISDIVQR
# Target sequence (Q13671 whole entry, looked up): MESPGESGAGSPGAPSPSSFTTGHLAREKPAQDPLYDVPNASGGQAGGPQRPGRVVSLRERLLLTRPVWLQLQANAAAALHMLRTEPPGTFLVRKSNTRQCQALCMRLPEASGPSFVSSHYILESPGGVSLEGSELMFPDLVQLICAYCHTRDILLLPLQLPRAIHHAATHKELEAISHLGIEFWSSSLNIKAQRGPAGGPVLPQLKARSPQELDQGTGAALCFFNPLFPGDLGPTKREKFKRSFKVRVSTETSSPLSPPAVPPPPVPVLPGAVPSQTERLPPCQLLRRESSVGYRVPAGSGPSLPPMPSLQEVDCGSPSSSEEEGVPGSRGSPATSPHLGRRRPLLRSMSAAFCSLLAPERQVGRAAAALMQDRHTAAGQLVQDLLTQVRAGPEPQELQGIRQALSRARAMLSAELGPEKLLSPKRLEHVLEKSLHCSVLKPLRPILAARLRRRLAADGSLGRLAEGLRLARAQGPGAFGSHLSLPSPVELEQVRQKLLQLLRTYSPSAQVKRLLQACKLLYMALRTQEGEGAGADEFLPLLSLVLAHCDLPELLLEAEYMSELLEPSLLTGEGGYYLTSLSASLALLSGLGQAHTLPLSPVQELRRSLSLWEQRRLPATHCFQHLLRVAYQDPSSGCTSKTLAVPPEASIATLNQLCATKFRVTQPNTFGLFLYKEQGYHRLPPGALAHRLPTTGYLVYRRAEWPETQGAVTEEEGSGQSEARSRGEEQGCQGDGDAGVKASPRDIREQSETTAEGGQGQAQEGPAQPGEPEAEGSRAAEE
# MT1-MMP act inh – MT1-MMP (human) activation inhibition | P50281 | HT1080 RFP-PRO-GFP cells, GFP/RFP ratio fluorescence, overnight; percent of plate control window, DMSO zero | GFP/RFP ratio change, % at 20 µM | 0.061% of 360,000 active | AID 651647;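 active means GFP/RFP ratio change of at least 30% with cell ATP level not reduced by more than half and red fluorescence within 50% of control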; further: strong numbers were not always called active
#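 Material: RFP-PRO-GFP reporter HT1080 cells. Dosing: single-point 20 µM compound, 1% DMSO. Controls: DMSO and RFP-L50D-GFP cell wells. Timing: cells overnight before dosing, compound overnight, 37 °C, 5% CO2. Measure: GFP/RFP fluorescence ratio.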
# FAS TE block – blocks the thioesterase domain of human fatty acid synthase; P49327; recombinant FAS-TE, OMFH fluorogenic substrate, fluorescence endpoint; inhibition, % at 15 µM; 0.67% of 360,000 active;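 active means compounds whose normalised, plate-corrected inhibition of enzyme fluorescence in the single-dose primary screen is 50% or more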;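 further: 0% = DMSO with enzyme and 100% = substrate without enzyme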
# CendR NRP1 mod – alters CendR peptide binding to human NRP-1; AID 602438; inhibition, % at 25 µM; 0.85% of 360,000 active; FAM-RPARPAR peptide binding to NRP-1, fluorescence polarization;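 active means inhibition or corrected inhibition above about 18%, plus a signal ratio from 0.5 to 1.5, limit read from the data, passing the limit was not always enough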; further: strong numbers were not always called active
# Neddyl block – blocks human cullin neddylation; calls only at 25 µM; TR-FRET cullin neddylation, biochemical; P61081+Q13564; 0.58% of 360,000 active; in the data active means inhibition above about 36%
# SKN-1 block – C. elegans SKN-1 inhibition. C. elegans VP596 Pgst-4::GFP/RFP ratio, acrylamide-induced, 24 h. inhibition, % at 21.8 µM. AID 624304. 0.49% of 360,000 active;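 active means interference check ratio from 0.5 to 1.5 plus GFP to RFP signal ratio inhibition reaching or exceeding a fixed threshold, cut at about 30% in these data, passing the limit was not always enough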; further: some compounds called inactive have numbers as strong as hits
# MsrA act – activators of bovine methionine sulfoxide reductase A | purified bovine MsrA, absorbance read-out | activation, % at 10.6 µM | 0.3% of 360,000 active | AID 602163; in the data active means activation above about 7.5%;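 further: 0% = vehicle and 100% = reference activator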
# eLon inh – inhibitors of E. coli Lon protease | 0.42% of 360,000 active | purified E. coli Lon protease, fluorescence polarization | P0A9M0 | inhibition, % at 7.94 µM; in the data active means inhibition above about 13%, passing the limit was not always enough;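 further: 0% = enzyme with probe and DMSO and 100% = no enzyme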
# PABP1 MLLE inh – blocks PAM2 peptide binding to the PABP1 MLLE domain. 0.36% of 360,000 active. inhibition, % at 20 µM. P11940. GST-MLLE / FITC-PAM2 fluorescence polarization; in the data active means inhibition above about 35%, passing the limit was not always enough;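 further: plate controls were DMSO wells with GST-MLLE for no effect and wells lacking GST-MLLE protein for full effect; some results filed as inactive read as strong as hits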
# Starred values were filed as active, the others as inactive; i = inactive; / = not tested or not shown.
SMILES,Rin1 Abl inh,MT1-MMP act inh,FAS TE block,CendR NRP1 mod,Neddyl block,SKN-1 block,MsrA act,eLon inh,PABP1 MLLE inh
COc1cc(C2Nc3cccc4cccc(c34)N2)cc(OC)c1O,5,19,4,10,i,5,-8,-6,17
C/C(=N\NC(=O)c1cc(C2CC2)nc2ccccc12)c1ccc(O)cc1O,-1,/,4,-4,i,2,-2,5,17
CCOc1ccc2nc(NC(=O)c3cc([N+](=O)[O-])ccc3N3CCOCC3)sc2c1,4,-4,21,4,i,0,-1,7,3
Cc1cnc(C(=O)OCC(=O)NC2CCCCC2)cn1,0,4,-1,-9,i,15,0,-9,-11
CCOc1cc(S(=O)(=O)Nc2ccccn2)ccc1F,1,0,-6,-9,i,28,-5,-6,-9
Cc1ccc(S(=O)(=O)N2CCOCC2)cc1C(=O)OCC(=O)NCCc1ccccc1,-1,4,-3,-5,i,15,-1,-12,6
CC1CCN(C(C(=O)Nc2ccc(C(C)C)cc2)c2ccc3c(c2)OCO3)CC1 (centres undefined),1,-2,27,-19,i,0,0,12,-4
C[C@H](CO)N1C[C@H](C)[C@@H](CN(C)C(=O)c2ccccc2)Oc2cc(C#C[C@@H](C)O)ccc2S1(=O)=O,7,-4,-5,-4,i,-14,-8,-12,-12
CCCCNc1nc2c(c(=O)n(Cc3ccccc3)c(=O)n2C)n1C,2,2,-5,-5,i,-8,-4,-10,7
O=C(NCc1c(Cl)cccc1Cl)c1ccc2nnsc2c1,1,0,7,6,i,8,-3,1,-16
COc1ccc(-c2[nH]c3ccccc3c2SCCN)cc1,1,20,-22,3,i,-3,-2,3,-7
CC(C)CCN1CCC(C)(NC(=O)c2ccccc2)C1=O (centres undefined),2,4,-10,5,i,6,-11,0,2
CCc1nc2ccc(C(=O)Nc3cc(-c4ccccc4)ccc3OC)cn2c1N(C)C(=O)c1cccc(OC)c1,0,-6,28,2,i,-9,-2,3,2
Cc1onc(-c2ccccc2)c1C(=O)NC1CCC(C)CC1 (centres undefined),7,-6,5,11,i,-20,-1,-8,0
O=C(CSc1nnnn1Cc1ccccc1)c1ccccc1,0,-10,3,-3,i,-12,-8,-4,-58
Cc1c(C=O)c2ccccn2c1C(=O)c1ccc(Cl)c([N+](=O)[O-])c1,0,3,12,2,i,1,-3,7,4
CN(c1ccc(O)cc1)c1nc(O)c(C2=c3ccccc3=NC2=O)s1,-7,10,1,12,i,1,-4,1,13
Cc1ccc(-c2ccc(=O)n(CC(=O)Nc3ccc4c(c3)OCCO4)n2)cc1,0,2,4,3,i,8,-7,1,8
O=C(NC1CCCCCC1)C1CCN(C(=O)c2ccc(Br)cc2)CC1,-3,1,8,-1,i,16,-2,-11,0
COc1ccc2c([N+](=O)[O-])c(N3CCOCC3)[nH]c2c1,-6,5,-4,6,i,13,-3,5,-3
COc1cc(OC)cc(-c2c(-c3ccsc3)c3cc(Br)ccc3n2C)c1,0,-4,32,-3,i,-21,-11,-9,10
Cn1c(SCc2c(Cl)cccc2Cl)nc(C(F)(F)F)cc1=O,-1,-7,52*,13,i,6,-3,2,1
Cc1ccc(NC(=O)COC(=O)c2ccc3c(c2)NC(=O)C2CCCN32)cc1 (centres undefined),1,2,-3,-28,i,24,-4,-17,-14
CCC(C)Nc1c2c(nc3c(-c4ccccc4)c(C)nn13)CCC2 (centres undefined),-1,0,28,-1,/,3,5,0,1
O=C(Nc1ccnn1C1CCN(CCCc2ccccc2)CC1)c1ccccc1Cl,0,-1,-4,-8,i,7,-4,1,-11
O=C(NCc1n[nH]c(=S)n1-c1cccc(C(F)(F)F)c1)c1ccc(S(=O)(=O)N2CCCC2)cc1,-4,-1,-2,10,i,23,7,-2,-51
COc1ccc(OC)c(NC(=O)C(=O)NNC(=O)COc2ccc(Br)cc2C)c1,-1,4,2,-14,/,-5,-2,3,23
COc1ccccc1CNC(=O)OCc1nccnc1C(=O)Nc1ccc(Br)cn1,5,1,-4,8,i,-14,0,0,25
OC(c1cccc(Cl)c1)c1ncc(-c2cccc(C(F)(F)F)c2)[nH]1 (centres undefined),-2,6,17,-4,i,6,3,-6,4
CCc1c(C)sc(NC(=O)c2ccco2)c1C(=O)N1CCCCC1,-3,-6,-3,-8,i,5,0,4,30
CSc1ccccc1OCc1cc(C(=O)N(C)Cc2ccc3nsnc3c2)no1,-1,-2,25,13,i,9,-5,6,8
N#Cc1cc2c(cc1NC(=O)CCn1cnnn1)OCO2,0,-1,-8,-1,i,17,-5,5,-4
Cc1ccc2c(c1)N(CC(=O)N(Cc1ccc3c(c1)OCO3)CC1CCCO1)C(=O)C(C)O2 (centres undefined),0,7,12,-2,i,4,-6,-12,-8
CCCNC(=O)C1(C)CCCN(Cc2c(F)cccc2F)C1 (centres undefined),4,2,-1,-6,i,-8,2,0,12
CCc1nc(SCc2ccccc2C#N)n[nH]1,-1,-3,-4,20,i,2,-3,0,-2
O=C1CSCC(=O)N1Cc1ccc(Cl)c(Cl)c1,1,-3,7,3,i,-15,-4,-5,8
CCN(c1ccc(NC(=O)COC(=O)c2cc3ccccc3oc2=O)cc1)C(C)C,0,4,10,8,i,-1,-3,0,-3
Fc1ccc(CNC(=S)NCc2ccc(F)cc2)cc1,-1,1,5,1,i,-14,-3,-2,-75
CNS(=O)(=O)c1cccc2nsnc12,-4,-1,-12,16,i,-8,-3,1,2
Cn1ccnc1SCC(=O)Nc1cccc2ccccc12,-1,-2,-5,-12,i,7,1,-3,3
C=CCOc1ccccc1CN1CCC(Oc2ccc(C(=O)N3CCCCC3)cc2)CC1,3,-5,-6,2,i,17,1,-11,6
CC(=O)Nc1ccc2nc(SCC(=O)NCCOc3ccccc3)sc2c1,-2,5,-1,4,i,11,-1,0,0
COc1ccc(C(=O)NCc2ccc(C)cc2)cc1S(=O)(=O)N1CCOCC1,5,-1,-2,-2,i,15,0,1,13
COC(CNC(=O)c1cccc2c1C(=O)N(Cc1cccnc1)C2)OC,1,-1,-9,17,i,-4,0,-9,6
CCOC(=O)c1ccc(NC(=S)N2CCCC(C(=O)N3CCCC3)C2)cc1 (centres undefined),-3,-1,-7,3,i,5,-3,6,-38

# Of the compounds above, 6 contain fluorine:
SMILES,Rin1 Abl inh,MT1-MMP act inh,FAS TE block,CendR NRP1 mod,Neddyl block,SKN-1 block,MsrA act,eLon inh,PABP1 MLLE inh
CCOc1cc(S(=O)(=O)Nc2ccccn2)ccc1F,1,0,-6,-9,i,28,-5,-6,-9
Cn1c(SCc2c(Cl)cccc2Cl)nc(C(F)(F)F)cc1=O,-1,-7,52*,13,i,6,-3,2,1
O=C(NCc1n[nH]c(=S)n1-c1cccc(C(F)(F)F)c1)c1ccc(S(=O)(=O)N2CCCC2)cc1,-4,-1,-2,10,i,23,7,-2,-51
OC(c1cccc(Cl)c1)c1ncc(-c2cccc(C(F)(F)F)c2)[nH]1 (centres undefined),-2,6,17,-4,i,6,3,-6,4
CCCNC(=O)C1(C)CCCN(Cc2c(F)cccc2F)C1 (centres undefined),4,2,-1,-6,i,-8,2,0,12
Fc1ccc(CNC(=S)NCc2ccc(F)cc2)cc1,-1,1,5,1,i,-14,-3,-2,-75

# (cont.)
SMILES,Rin1 Abl inh,MT1-MMP act inh,FAS TE block,CendR NRP1 mod,Neddyl block,SKN-1 block,MsrA act,eLon inh,PABP1 MLLE inh
CCOC(=O)C1=C(C)NC2=C(C(=O)C(C(=O)OCC)C(c3cccc(OC)c3)C2)C1c1ccccn1 (centres undefined),-1,1,-7,-3,i,-13,-10,-2,0
CC(C)(C)OC(=O)CNC(=O)c1[nH]cnc1C(=O)N[C@@H](Cc1ccccc1)C(=O)OCc1ccccc1,5,-2,30,14,i,-14,0,-8,8
COc1ccccc1CNC(=O)C(NC(=O)c1ccccc1C)C(C)C (centres undefined),0,0,-1,11,i,2,-2,-4,-10
O=C(COC(=O)c1ccccc1)Nc1cc(Cl)ccc1Oc1ccccc1,2,-3,15,-2,i,-8,-3,3,15
CC(=O)Nc1ccc(S(=O)(=O)N(C)CC(=O)NC2CCCC(C)C2C)cc1 (centres undefined),0,-1,-6,3,i,14,0,12,-17
CCNC(=O)C1(C)CCN(C(=O)c2cccc(C(F)(F)F)c2)C1 (centres undefined),3,2,-4,-3,i,-6,2,4,14
CCN(C[C@H]1N[C@@](Cc2ccccc2)(C(=O)OC)[C@H]2C(=O)N(Cc3ccccc3)C(=O)[C@@H]12)C(=O)c1ccc(C)cc1,1,-2,16,-3,i,4,-3,-13,-12
C[C@@H](O)C1NC(=O)[C@H](CCCCN)NC(=O)c2cc([N+](=O)[O-])cc(I)c2NCCC[C@@H](C(N)=O)NC1=O (some centres undefined),-3,0,-13,-10,i,-4,-2,6,4
Cc1ccc(C(=O)Nc2ccc3ccccc3n2)cc1,0,5,2,8,i,2,-4,8,5
CNc1nc(Nc2ccc(C(=O)OC)cc2)c2sccc2n1,-1,4,0,-7,i,19,-1,6,23
COC(=O)c1onc(-c2c(C)cc(C)cc2C)c1C(=O)OC,3,3,6,15,i,10,-12,-6,-1
CC(C)n1nnnc1SCC(=O)N1CCOCC1,-4,-1,-8,6,i,-3,-6,3,4
O=C(Nc1ccccc1Br)c1cc(=O)c2ccccc2o1,1,-2,12,-8,i,23,-2,-1,10
O=C(CCN=C1NS(=O)(=O)c2ccccc21)OCC(=O)c1ccc(F)c(F)c1,1,-1,-5,0,i,9,-3,-5,0
C1CCC(CNc2c3c(nc4nnnn24)CCCC3)CC1,-1,-20,9,15,i,-25,-2,-1,11
COc1cc(-c2c(C#N)c(N)nc3c2CCCC3)cc(OC)c1OC,1,-5,-4,-17,i,11,-2,-3,4
COc1ccccc1N(CC(O)COc1ccccc1)S(=O)(=O)c1ccccc1 (centres undefined),1,6,5,-4,i,6,-5,-13,10
COc1cccc(CN(C)C(=O)c2cc(COc3c(F)cccc3F)on2)c1,0,2,9,1,i,2,-7,-2,-10
Cc1ccccc1C(c1ccccc1Cl)N(C)C (centres undefined),-3,0,5,19,i,11,-5,-1,15
O=C(NCc1ccc(OC(F)(F)F)cc1)C1CC(c2c(Cl)cccc2Cl)=NO1 (centres undefined),1,1,27,17,i,23,1,10,6
COc1ccc(CCNC(=O)CSc2nnc(CNC(=O)c3ccco3)o2)cc1OC,0,0,-14,9,i,-5,-4,12,4
CN(C)c1oc(-c2ccco2)nc1S(=O)(=O)c1ccc(Br)cc1,1,-5,9,-9,i,-4,-4,3,9
COCCCNC(=O)C(=O)NCCCOC(C)C,-4,3,-8,0,i,14,-2,5,-14
CN(Cc1ccccc1)C(=O)c1ccc(NC(=O)Cc2ccc(NC(=O)C3CCCN(C(=O)C4CC4)C3)cc2)cc1 (centres undefined),-3,2,-7,7,i,4,-2,5,15
COc1cc(C(=O)N2CCN(C(=O)c3cc(-c4ccc(Br)cc4)n[nH]3)CC2)cc(OC)c1OC,0,0,-4,4,i,-6,-2,3,5
Cc1cc(C(=O)COc2cccnc2[N+](=O)[O-])c(C)n1-c1ccccc1,0,-12,14,-14,i,5,-4,-4,-7
Cn1nc(C(F)(F)F)c(C#N)c1N1CCN(c2ccccc2F)CC1,0,-1,8,10,i,6,-5,-7,-5
O=C(Nc1ccccc1Oc1ccccc1)c1cnccn1,1,-3,9,-7,i,4,-5,-9,-3
O=c1ccc2ccc(Oc3ccc([N+](=O)[O-])cc3Cl)cc2o1,-4,0,21,-4,i,2,-2,8,4
COc1ccc(-c2csc(NC(=O)c3c(C)noc3C)n2)cc1F,0,0,6,-4,i,19,-2,-5,-11
